PGC1a acetyl inh – lowers PGC1a acetylation signal in U2OS cells | AlphaScreen anti-acetyl-lysine; with virally co-expressed GCN5 acetyltransferase | inhibition, % at 15.6 µM | hit rate 0.17% among 350,000;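 active = every replicate shows inhibition of at least 40%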;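 note: 0% = neutral control wells and 100% = positive control wells; some results beyond the cut were filed as inactive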
miR122 inh – inhibitors of miR-122 in Huh7 cells | Huh7 miR-122 Renilla luciferase sensor, 48 h; neutral wells = 0, positive control = 100 | activation (reporter increase), % at 12.5 µM | hit rate 0.3% among 340,000 | AID 602342;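 active = mean replicate activation score at least 90 and every replicate individually at or above 90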;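 note: higher luciferase means less miR-122 activity so hits act as miR-122 inhibitors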
Casp6 inh – blocks human caspase-6 cleavage activity | hit rate 0.53% among 350,000 | purified caspase-6, Z-VEID-R110 cleavage fluorescence | AID 686996 | P55212 | inhibition, % at 12.5 µM;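 active = mean inhibition across replicates at least about 35%, with every replicate also reaching that limit, limit read from the data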;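 note: 0% = median of neutral control wells and 100% = no fluorescence left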
Target sequence (P55212 24-179 limits assumed): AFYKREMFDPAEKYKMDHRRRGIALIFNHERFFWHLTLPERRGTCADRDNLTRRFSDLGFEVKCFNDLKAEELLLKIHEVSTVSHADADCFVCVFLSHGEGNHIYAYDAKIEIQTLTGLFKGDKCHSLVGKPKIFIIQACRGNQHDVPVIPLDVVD
Target sequence (P55212 194-293 limits assumed): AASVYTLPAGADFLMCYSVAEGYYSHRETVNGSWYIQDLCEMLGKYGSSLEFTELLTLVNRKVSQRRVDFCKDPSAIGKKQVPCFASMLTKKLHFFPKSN
PAX8 inh HTS – PAX8 transcriptional activity inhibition. RMG-I TPO-luciferase reporter, SteadyGlo, 24 h. inhibition, % at 12.6 µM. hit rate 1.2% among 360,000. AID 652154;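 active = mean replicate inhibition at least 60% with every replicate also reaching 60%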;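 note: luciferase light reporting Pax8 driven TPO promoter activity; plate controls were median of neutral control wells for no effect and mitoxantrone controls for full effect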
FN deposit inh – fibronectin deposition inhibition. hit rate 0.086% among 350,000. AH1F fibroblasts, Alexa488-fibronectin deposition fluorescence, overnight. inhibition, % at 12.6 µM;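 active = mean inhibition across replicates of 30% or more, regardless of how many single replicates reach that level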;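 note: positive control wells lacked labelled fibronectin entirely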
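Assay system: AH1F fibroblasts assembling fluorescent fibronectin matrix; Amount: 10000 AH1F cells per well; Buffer or medium: DMEM, 2% serum; Probe or stimulus: Alexa488-fibronectin, 24 nM final in well; Doses: single compound dose, delivered by pin transfer; Incubation: 1 h adhesion, overnight exposure; Measured by: fluorescence 485/525 nm; Read-out: fibronectin deposition inhibition.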
Cneo AK release – causes C. neoformans cell lysis | adenylate kinase release luminescence, 4 h; normalised: neutral wells 0, clomiphene wells 100 | lysis activity, % at 15 µM | hit rate 0.2% among 360,000;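 active = mean lysis activity across replicates of at least 80%, whatever share of replicates individually reach that level; inactive = mean lysis activity below 80%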
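Material: C. neoformans cells | Amount: Yeast cell density of 5 × 10^6 cells/mL | Medium: Fresh YPD growth medium | Dosing: Single dose | Times: Static 4 h at 37 °C with compound, 1 h detection | Detection: AK luminescence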
LGR2 antag – inhibitors of bursicon-induced Drosophila LGR2 receptor cAMP signaling; AID 720647; inhibition, % at 9.99 µM; hit rate 0.35% among 380,000; HEK293 LGR2, CRE-luciferase, bursicon-stimulated, 4 h;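 active = drop in luminescence signal, shown as inhibition above about 50% in the replicate tests, limit read from the data, passing the limit was not always enough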;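 note: agonist challenge used bursicon conditioned medium at about half maximal strength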
EWS-Fli inh – blocks EWS/Fli oncoprotein-driven transcription. hit rate 0.67% among 350,000. A673 NR0B1-luciferase reporter, viability-normalised. inhibition, % at 12.6 µM;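 active = mean inhibition of at least 50% after viability correction, with every replicate also passing that limit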;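 note: firefly luciferase signal divided by Alamar Blue viability fluorescence both relative to DMSO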
The depositor's hits bear a star; nt = no result given; & = joins results of further samples; [ ] = remark or other dose.

A first look:
SMILES	PGC1a acetyl inh	miR122 inh	Casp6 inh	PAX8 inh HTS	FN deposit inh	Cneo AK release	LGR2 antag	EWS-Fli inh
Cc1ccc(C)c(OCCNc2ccc([N+](=O)[O-])cn2)c1	-3	-7	2	8	0	0	5	15
Cc1cc(C)cc(NC(=O)Cn2nnc(C(=O)NCc3ccc(F)cc3)c2N)c1	-11	-5	-1	-19	4	1	3	-1
O=C(CSc1nnc2ccccn12)Nc1ccccc1[N+](=O)[O-]	4	0	1	7	-2	0	6	3
Cc1ccc(-c2ccc3c(c2)O[C@H](CN(C)CC2CC2)[C@H](C)CN([C@@H](C)CO)S3(=O)=O)cc1	-2	4[16.7 µM]	-1	nt	nt	3	4	5
CCNC(=S)Nc1ccc(Cl)cc1	1	8	-2	21	1	-1	nt	-9

The list itself, previewed entries included:
SMILES	PGC1a acetyl inh	miR122 inh	Casp6 inh	PAX8 inh HTS	FN deposit inh	Cneo AK release	LGR2 antag	EWS-Fli inh
Cc1ccc(C)c(OCCNc2ccc([N+](=O)[O-])cn2)c1	-3	-7	2	8	0	0	5	15
Cc1cc(C)cc(NC(=O)Cn2nnc(C(=O)NCc3ccc(F)cc3)c2N)c1	-11	-5	-1	-19	4	1	3	-1
O=C(CSc1nnc2ccccn12)Nc1ccccc1[N+](=O)[O-]	4	0	1	7	-2	0	6	3
Cc1ccc(-c2ccc3c(c2)O[C@H](CN(C)CC2CC2)[C@H](C)CN([C@@H](C)CO)S3(=O)=O)cc1	-2	4[16.7 µM]	-1	nt	nt	3	4	5
CCNC(=S)Nc1ccc(Cl)cc1	1	8	-2	21	1	-1	nt	-9
Cc1ccc2c(c1)C1OCCC1C1N2C(=O)C2C(C(=O)O)C3C=CC21O3 (configuration not stated)	-3	-2	24	nt	2	-2	22	nt
CN(Cc1ccccc1)C(=O)CN(C)S(=O)(=O)c1ccc(F)cc1	nt	nt	-7	21	-4	-1	-20	-5
COc1ccc(NC(=O)CSc2nccn2Cc2ccco2)cc1	-1	0	-2	-76	5	-4	-31	-52
CSc1nc(N2CCOCC2)nc2ccc(C)cc12	-10	-5	2	-54	10	0	nt	-25
Cc1cc(N2CCOCC2)ncc1[N+](=O)[O-]	nt	8	nt	-7	-6	-1	nt	nt
CCCN1C[C@H](C)[C@@H](OC)CN(C)C(=O)c2cc(NC(=O)c3cnccn3)ccc2OC[C@@H]1C	15	nt	-1	nt	15	49	-12	-6
O=C(OCn1nnc2ccccc2c1=O)c1cc(-c2ccccc2Cl)nc2ccccc12	0	-2	2	4	0	3	3	-4
O=C(C[C@H]1C[C@H]2c3cc(NC(=O)NC4CCCCC4)ccc3O[C@H]2[C@H](CO)O1)NCC1CC1	4	4[16.7 µM]	-1	-8	-9	-2	3	20
CN(CC(=O)Nc1cccc(F)c1)C(=O)/C=C/c1ccc2ccccc2n1	nt	-2	-3	6	6	0	1	4
CC1(C)CC(=O)C/C(=N\NC(=O)Cc2ccccc2)C1	-4	3	nt	18	-5	2	16	nt
CCOC(=O)c1ccc(CNC(=O)CSc2nc(NC(=O)c3ccccc3)c3c(C)c(C)oc3n2)cc1	5	10	nt	nt	1	0	-32	nt
Nc1ccc(Oc2ccc(F)cc2)nc1	2	0	3	2	-4	nt	nt	-2
C[C@H](CO)N1C[C@H](C)[C@H](CN(C)C(=O)c2ccc(F)cc2)Oc2cc(-c3cccc(C#N)c3)ccc2S1(=O)=O	-16	0[16.7 µM]	0	nt	nt	7	-23	-2
COc1ccc(C(NC=O)c2cc(OC)c(OC)cc2Br)cc1OC (configuration not stated)	nt	-5	-4	30	0	0	-10	3
CCN(CC)S(=O)(=O)c1ccc(N2CCN(C)CC2)c(NC(=O)c2cc(=O)c3ccccc3o2)c1	3	0	-5	-1	3	-1	-6	9
CC(C)=N/N=C1/NC(=O)C(c2ccccc2)S1 (configuration not stated)	6	nt	5	1	1	1	8	-4
C[C@@H]1CN([C@@H](C)CO)C(=O)c2cc(NC(=O)Nc3cccc4ccccc34)ccc2O[C@@H]1CN(C)S(=O)(=O)c1ccccc1	3	-5[16.7 µM]	-1	33	nt	7	-3	4
COc1cccc(S(=O)(=O)N[C@H]2CC[C@H](CCNC(=O)Cc3ccncc3)O[C@@H]2CO)c1	-4	nt	0	51	-3	0	-7	2
C[C@@H]1CN([C@H](C)CO)C(=O)c2cc(C3=CCCC3)cnc2O[C@H]1CN(C)C(=O)c1ccccn1	2	8[16.7 µM]	1	0	nt	-2	2	-11
Cc1noc(C)c1NC(=O)Nc1ccc2c(c1)C(=O)N([C@@H](C)CO)C[C@@H](C)[C@@H](CN(C)C(=O)Nc1ccc3c(c1)OCO3)OCCCC[C@@H](C)O2	3	4[16.7 µM]	-2	nt	3	1	-15	-9
Cc1ccccc1NC(=O)Cc1nc(COC(=O)CCOc2ccccc2)cs1	1	nt	-1	nt	-2	3	-2	0
CC(=O)Nc1ccc(C=C(C(C)=O)C(C)=O)cc1	nt	nt	-4	1	8	nt	nt	1
COc1cc(CO)cc(Br)c1OCC(=O)N1CCCCC1	-6	-1	nt	-18	-9	-1	nt	nt
O=C1COc2ccc(C(=O)COC(=O)c3cc(S(=O)(=O)NCc4ccccc4)ccc3O)cc2N1	7	-4	6	-4	7	nt	9	14
Cc1ccc(S(=O)(=O)Nc2ccc(F)c(S(=O)(=O)N3CCOCC3)c2)cc1	-1	34	1	3	-7	-1	-1	-8
Cc1noc(C)c1NC(=O)Nc1cccc2c1O[C@H](CN(C)S(C)(=O)=O)[C@@H](C)CN([C@H](C)CO)C2=O	-12&-2	-7[16.7 µM]	-4&4	8	-6	-2&-1	-22&3	-6&-2
O=C(COC(=O)c1ccc(S(=O)(=O)Nc2ccccc2)cc1)NCCN1C(=O)CSC1=O	36	2	nt	-3	-8	4	nt	nt
CCOC(=O)C(=O)C1=C(N2CCOCC2)/C(=C\c2cccc([N+](=O)[O-])c2)CC1	nt	2	8	nt	1	nt	8	15
CCOCCOC(=O)c1ccc(-n2cnc(C)n2)nc1	nt	nt	-5	4	-4	nt	43	1
C[C@H](CO)N1C[C@H](C)[C@H](CN(C)C(=O)CCCN(C)C)OCCCC[C@H](C)Oc2ccc(NC(=O)Nc3ccc(C(F)(F)F)cc3)cc2C1=O	8	6[16.7 µM]	nt	-5	nt	12	-12	-15
Cc1ccc(CSc2nnc(C(F)(F)F)n2Cc2ccc(F)cc2)cc1	-4	1	6	nt	nt	1	-11	-19
O=C(CSc1ccccc1F)NC(=O)c1ccc(Cl)cc1	nt	-8	nt	-2	6	0	-4	2
C[C@@H]1CN([C@@H](C)CO)C(=O)c2cccc(NS(C)(=O)=O)c2O[C@@H]1CN(C)S(=O)(=O)c1ccccc1	nt	3[16.7 µM]	0	nt	nt	41	-1	2
COC(=O)[C@@]12CCCCN1[C@H](c1ccc(-c3ccc4c(c3)OCO4)cc1)[C@H]1C(=O)N(C)C(=O)[C@H]12	3	5	7	14	-7	1	26	16
CCOC(=O)C1=C[C@@H](C(C)(C)C)N(S(=O)(=O)c2ccc(OC)cc2)[C@H]1c1ccccc1	-7	-10	-3	28	0	4	15	7
CCN(CC)C(=O)CSC1=N/C(=C/c2ccco2)C(=O)N1c1ccc(OC)c(Cl)c1	-3	7	4	-36	3	-1	-14	3
Cc1ccc(S(=O)(=O)N2CCCCC2)cc1C(=O)OC(C)C(=O)NC1CCCCC1C (configuration not stated)	4	40	8	12	-3	0	-12	10
CN(CC(=O)Nc1ccc(F)cc1)C(=O)c1cccc(NS(=O)(=O)c2ccccc2)c1	7	14	1	5	0	-1	11	-1
CC(C)C(NC(=O)CCNC(=O)c1ccc([N+](=O)[O-])cc1)c1nc2ccccc2[nH]1 (configuration not stated)	-8	0	-4	-2	-9	0	0	4
C[C@H](CO)N1C[C@H](C)[C@@H](CN(C)C(=O)C2CCC2)Oc2ncc(/C=C/c3ccccc3)cc2C1=O	-14	32[16.7 µM]	-4	nt	nt	3	-4	-14
CCc1cc2c(=O)n(Cc3ccccc3)c(SC3CCOC3=O)nc2s1 (configuration not stated)	2	nt	7	-19	-2	3	19	-7
CCNC(=O)C[C@H]1CC[C@H]2[C@@H](COc3ccc(NC(=O)Nc4ccccc4C)cc3C(=O)N2C)O1	3	2[16.7 µM]	-1	1	-3	4	-5	10
COCCNC(=O)COCc1cc(-c2ccc3c(c2)OCO3)on1	-5	-9	-4	-11	7	-2	-11	-11
COC(=O)CC1C(=O)NCCN1C(=O)NC1CCCCC1 (configuration not stated)	11	-5	nt	-15	1	2	nt	nt
O=C(CSc1nnnn1-c1ccccc1)Nc1ccc(Cl)cc1	2	-6	nt	13	5	2	nt	nt
C[C@H]1CN([C@@H](C)CO)S(=O)(=O)c2ccc(-c3ccc(C#N)cc3)cc2O[C@@H]1CN(C)C	-5	23[16.7 µM]	-1	nt	nt	1	6	14
CC1(C(=O)NCCC#N)CCN1C(=O)C1(c2ccccc2)CCCC1 (configuration not stated)	8	-3	-1	1	3	0	-10	0
CC1CN(CC(=O)NCc2ccc(Cl)cc2)CC(C)O1 (configuration not stated)	9	-1	0	3	1	-1	-1	3
O=C(C[C@H]1CC[C@H]2[C@@H](COC[C@@H](O)CN2CC2CC2)O1)NCC1CC1	3	-5[16.7 µM]	0	-2	-3	-3	2	7
O=C(N[C@@H]1C=C[C@H](CC(=O)N2CCCCC2)O[C@H]1CO)c1cccc(F)c1	-10	nt	1	-6	nt	0	8	-6
Cn1c(=O)oc2cc(S(=O)(=O)N3CCC(C(=O)N4CCc5ccccc5C4)CC3)ccc21	4	0	0	1	nt	1	8	-1
O=C(CCCc1cccs1)Nc1nc(-c2ccc(F)cc2)cs1	nt	nt	2	-12	-17	nt	11	-2
Cc1cc(NC(=O)CSc2nnc(-c3cccc(Cl)c3)o2)no1	-1	5	4	nt	5	0	3	0

Shown with two lines to a compound: entries from further up
Below each compound: PGC1a acetyl inh | miR122 inh | Casp6 inh | PAX8 inh HTS | FN deposit inh | Cneo AK release | LGR2 antag | EWS-Fli inh
CC1(C(=O)NCCC#N)CCN1C(=O)C1(c2ccccc2)CCCC1 (configuration not stated)
    8 | -3 | -1 | 1 | 3 | 0 | -10 | 0
CC1CN(CC(=O)NCc2ccc(Cl)cc2)CC(C)O1 (configuration not stated)
    9 | -1 | 0 | 3 | 1 | -1 | -1 | 3
O=C(C[C@H]1CC[C@H]2[C@@H](COC[C@@H](O)CN2CC2CC2)O1)NCC1CC1
    3 | -5[16.7 µM] | 0 | -2 | -3 | -3 | 2 | 7

High-throughput results (PubChem)
